Source: PubChem (Johns Hopkins Ion Channel Center)
RGS4 pot: RGS4 potentiation or activation; HEK293 M3R/inducible RGS4, carbachol calcium flux Fluo4; stronger effect = lower value; 310,000 compounds, 0.92% hits; B-score at 10 µM;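 active = B-score of the integrated calcium signal more than 4 SD below the library mean, with starting fluorescence not abnormally high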;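 also: negative B-score means reduced calcium response which marks RGS4 activation or potentiation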
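Also added: carbachol at ECmax as muscarinic agonist stimulus; Assay system: HEK293 cells with stable M3R and inducible RGS4; Timing: overnight RGS4 induction, 30 min dye load 37 °C, 20 min compound RT; Measured by: Fluo4-AM (2 µM) calcium-flux fluorescence, kinetic read.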
hERG protect: compounds protecting human hERG from proarrhythmic drug block; Q12809; CHO-hERG, FluxOR thallium flux, dofetilide IC70 present; activation (rescue from dofetilide block), less the hit threshold, % at 10 µM; 310,000 compounds, 0.51% hits;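 active = activation above the mean of controls blocked by dofetilide plus 5 SD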;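 also: thallium influx through hERG after potassium depolarization seen as dye fluorescence rise; in these data hits start at about 4.7%; inactives centre near -7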
KCNQ1 act: human KCNQ1 channel potentiation or activation; P51787; CHO-K1 KCNQ1, thallium flux FluxOR fluorescence; stronger effect = higher value; B-score at 10 µM; 310,000 compounds, 0.35% hits;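 active = fluorescence ratio B-score, a plate-corrected score, at least three library SD, with initial intensity B-score within 5 SD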
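Test system: CHO-K1 cells stably expressing KCNQ1 / Medium: assay buffer / Also added: depolarizing K+/Tl+ stimulus, K2SO4 and Tl2SO4 each 12.5 mM in 5x stock / Incubation: 90 min dye loading and 20 min compound exposure, both at room temperature / Signal: thallium influx via FluxOR fluorescence, kinetic imaging / Evaluation: B score of baseline-normalized fluorescence ratio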
RGS4 inh: human RGS4 inhibition; P49798; 310,000 compounds, 0.45% hits; B-score at 10 µM; HEK293 M3R/RGS4 inducible, Fluo-4 calcium flux; stronger effect = higher value; triggered by carbachol at its EC20; AID 463165;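 active = B-score, a plate-corrected calcium signal, over three deviations above library mean, with baseline fluorescence within five deviations of library mean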;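 also: RGS4 expression induced by doxycycline in cells with stable M3 receptor; B-score is computed from the integrated fluorescence ratio over baseline after carbachol; higher B-score means a larger calcium signal and so more RGS4 inhibition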
Target sequence (P49798 whole entry, looked up): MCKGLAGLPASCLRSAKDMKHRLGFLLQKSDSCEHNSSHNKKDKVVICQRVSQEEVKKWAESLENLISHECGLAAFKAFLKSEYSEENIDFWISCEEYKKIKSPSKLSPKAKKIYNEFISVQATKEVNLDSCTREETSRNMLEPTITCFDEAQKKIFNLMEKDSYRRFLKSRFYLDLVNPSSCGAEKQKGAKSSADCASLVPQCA
MrgX1 PAM: allosterically activates human MrgX1 receptor signaling. Q96LB2. MrgX1-HEK293, Fluo-4 calcium flux, FDSS; stronger effect = higher value. B-score at 10 µM. 310,000 compounds, 0.63% hits. AID 588675;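 active = plate-corrected calcium response at least 3 library SD above typical, normal starting fluorescence, not activating the receptor alone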;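 also: compound read alongside a low EC10 to EC30 dose of BAM8-22 agonist; peak minus trough fluorescence over baseline measured at the second addition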
Target sequence (Q96LB2 whole entry, looked up): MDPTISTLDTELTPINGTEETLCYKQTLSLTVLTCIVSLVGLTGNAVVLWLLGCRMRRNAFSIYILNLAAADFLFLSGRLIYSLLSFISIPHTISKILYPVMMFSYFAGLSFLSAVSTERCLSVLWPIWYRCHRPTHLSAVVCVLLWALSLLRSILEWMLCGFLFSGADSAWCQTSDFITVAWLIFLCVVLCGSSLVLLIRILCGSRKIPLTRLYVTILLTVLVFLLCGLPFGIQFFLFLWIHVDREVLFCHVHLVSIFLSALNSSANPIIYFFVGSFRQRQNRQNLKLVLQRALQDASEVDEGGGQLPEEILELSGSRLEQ
MrgX1 ag: human MrgX1 receptor agonism, primary screen. Q96LB2. MrgX1-HEK293 cells, Fluo-4 calcium fluorescence, agonist mode; stronger effect = higher value. B-score at 10 µM. 310,000 compounds, 0.44% hits. AID 588627;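 active = calcium response B-score plate-corrected fluorescence ratio at least 3 library SD, with starting fluorescence B-score inside 5 SD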
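Test system: HEK293 cells stably expressing human MrgX1 receptor; Input: fifteen thousand cells per well; Dosing: compound delivered in addition one of three; Schedule: overnight seeding, then 1 h dark dye loading; Technique: Fluo-4 NW calcium fluorescence; Measure: B-scored fluorescence response ratio; Controls: positive and negative controls per plate.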
KCNK9 block: human KCNK9 channel inhibition | Q9NPC2 | HEK293 KCNK9, FluxOR thallium flux fluorescence; stronger effect = lower value | B-score at 10 µM | 310,000 compounds, 1.2% hits | AID 488922;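 active = ratio B-score over 3 SD below the library mean, with starting fluorescence within 5 SD of its mean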;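 also: negative B-score means less thallium flux so channel inhibition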
Target sequence (Q9NPC2 whole entry, looked up): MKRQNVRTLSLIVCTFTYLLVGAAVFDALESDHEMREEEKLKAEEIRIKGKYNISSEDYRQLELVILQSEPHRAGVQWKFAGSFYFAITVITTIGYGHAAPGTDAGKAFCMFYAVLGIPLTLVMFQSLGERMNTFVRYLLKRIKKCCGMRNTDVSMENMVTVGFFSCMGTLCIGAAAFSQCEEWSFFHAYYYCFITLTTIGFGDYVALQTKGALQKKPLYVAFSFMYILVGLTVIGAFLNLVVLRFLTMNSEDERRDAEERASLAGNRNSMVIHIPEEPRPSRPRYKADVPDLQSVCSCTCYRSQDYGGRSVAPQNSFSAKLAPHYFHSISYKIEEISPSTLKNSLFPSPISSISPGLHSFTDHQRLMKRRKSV
KCNK3 inh: human KCNK3 channel inhibition, primary screen. O14649. CHO-KCNK3 thallium flux, FluxOR fluorescence; stronger effect = lower value. B-score at 10 µM. 340,000 compounds, 0.84% hits. AID 602410;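 active = B-score under library mean minus 4 SD, starting fluorescence ratio at most library mean plus 5 SD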;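 also: more negative B-score means stronger inhibition of thallium flux through KCNK3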
KCNQ1 inh: inhibitors of human KCNQ1 potassium channel | P51787 | B-score at 10 µM | CHO-K1 KCNQ1, FluxOR thallium flux fluorescence; stronger effect = higher value | 310,000 compounds, 1.3% hits;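 active = compounds whose thallium flux B-score, printed positive for inhibition, exceeds three library SD while starting fluorescence stays within three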;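 also: channel opened by potassium depolarization with thallium stimulus after 20 min compound exposure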
TMEM16A inh: blocks the mouse calcium-activated chloride channel TMEM16A; HEK293 TMEM16A/YFP iodide influx fluorescence, ionomycin; normalized B-score (activity score, 25-100; higher = stronger inhibition) at 10 µM; 310,000 compounds, 1.2% hits;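 active = ratio plate-corrected score three or more library SD toward inhibition, starting fluorescence score within five deviations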;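 also: score derived from kinetic fluorescence span divided by baseline fluorescence per well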
ANO1 activ: activates or potentiates the mouse TMEM16A chloride channel. AID 623877. B-score at 10 µM. HEK293 TMEM16A/YFP-H148Q/I152L, iodide quench fluorescence; stronger effect = lower value. 340,000 compounds, 0.3% hits. Q8BHY3;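 active = fluorescence-ratio B-score plate-corrected deviation score at least 3 library SD below zero, with starting fluorescence score within 5 deviations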;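 also: channel opened by trigger with iodide after compound preincubation; score built on the fluorescence ratio of max minus min over baseline; more negative score means more quench and so TMEM16A activation or potentiation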
Numbers without * were called inactive; i = inactive; . = no result given.

SMILES | RGS4 pot | hERG protect | KCNQ1 act | RGS4 inh | MrgX1 PAM | MrgX1 ag | KCNK9 block | KCNK3 inh | KCNQ1 inh | TMEM16A inh | ANO1 activ
CCCCOc1ccc(C(=O)NN2CCN(C)CC2)cc1 | i | -3 | i | i | i | i | i | i | i | i | i
CCc1nc(N2CCN(CC(=O)NCC3CCCO3)CC2)c(C#N)c2c1COC(C)(C)C2 (centres undefined) | i | -8 | i | i | i | i | i | i | i | i | i
COc1cc(-c2nnc(SCC(=O)N3c4ccccc4Sc4ccccc43)o2)cc(OC)c1OC | i | -8 | i | i | i | i | i | i | i | i | i
C/C=C(\C)CN1CCC(Oc2cccc(C(=O)NCc3ccccn3)c2)CC1 | i | -9 | i | i | i | i | i | i | i | i | i
CC(C)CNc1nc(=S)nc(N(C)C)[nH]1 | i | -6 | i | i | i | i | i | i | i | i | i
O=C1CN(C(=O)CSc2nnc(Nc3ccccc3)s2)c2ccccc2N1 | i | -16 | i | i | i | i | i | i | i | i | i
CCN(CC)CCOc1c(C)cccc1Cl | i | -3 | i | i | i | i | i | i | i | i | i
O=S(=O)(c1ccccc1)N1CCN(CC2CC3C=CC2C3)CC1 (centres undefined) | i | -13 | i | i | i | i | i | i | i | i | i
CC1(C)N([O-])C(c2cccs2)=C[N+]1=O | i | -21 | i | i | i | i | i | i | i | i | i
Cc1cc(=O)oc2cc(OCCCN3C(=O)c4ccccc4C3=O)ccc12 | i | -8 | i | i | i | i | i | i | i | i | i
CCCc1cc(=O)oc2cc(C)cc(OCC(=O)NCCCN3CCOCC3)c12 | i | -4 | i | i | i | i | i | i | i | i | i
COc1ccc(-n2nnnc2SCC(=O)NC(=O)Nc2ccc3c(c2)OCCO3)cc1 | . | . | . | . | i | i | . | i | . | i | i
COc1cccc(Cn2nnc(C(=O)NCc3ccc4c(c3)OCO4)c2N)c1 | i | -8 | i | i | i | i | i | i | i | i | i
Nc1nc(-c2ccco2)nn1S(=O)(=O)c1ccccc1 | i | -8 | i | i | i | i | i | i | i | i | i
COc1ccc(CCNC(=O)c2ccccc2OCc2ccccc2)cc1 | i | -7 | i | i | i | i | -9* | i | i | i | i
COc1ccc(-c2nsc3c(N4CCCCC4C)ncnc23)cc1 (centres undefined) | i | -8 | i | i | i | i | i | i | i | i | i
CC(=O)NCCC(Cc1ccccc1)c1ccco1 (centres undefined) | i | -1 | i | i | i | i | i | i | i | 100* | i
O=C(CCc1cnccn1)NC1CCCc2c1cnn2-c1ccc(F)cc1F (centres undefined) | i | -4 | i | i | i | i | i | i | i | i | i
O=C(N=C1SC2CS(=O)(=O)CC2N1c1cccc(Cl)c1Cl)C1CC1 (centres undefined) | i | -8 | i | i | i | i | i | i | i | i | i
COc1ccc(CCNC(=O)C(Sc2ccccn2)c2ccccc2)cc1OC (centres undefined) | i | -10 | i | i | 8.7* | i | i | i | i | i | i
Cc1ccccc1Nc1nc(NCc2ccco2)c2ccccc2n1 | i | -25 | i | i | i | i | -12* | -14* | 14* | 25* | i
CCOc1ccc(C(=O)Nc2ccncc2)cc1 | i | -4 | i | i | i | i | i | i | i | i | i
COc1ccc2[nH]c(=O)c(CN(c3ccccc3)S(=O)(=O)c3ccccc3)cc2c1 | i | -8 | i | i | i | i | i | i | i | i | i
Cc1ccc(-n2nnnc2SCc2nnc(-c3ccccc3Br)o2)c(C)c1 | i | -7 | i | i | i | i | i | i | i | 100* | i
COc1ccc(-c2[nH]ncc2CN2C[C@@H]3CCC[C@H]2C3)c(F)c1 | i | -1 | i | i | i | i | i | i | i | i | i
CC(=O)c1cc2c(cc1NC(=O)CN1CCN(c3ccc(F)cc3)CC1)OCO2 | i | -4 | i | i | i | i | i | i | i | i | i
N#C/C(=C\c1cccc([N+](=O)[O-])c1)C(=O)Nc1cccnc1 | i | -12 | i | i | i | i | i | i | i | i | i
COc1c(C)cc(C(=O)C2CCCN(C(=O)/C=C/c3ccccn3)C2)cc1C (centres undefined) | i | -16 | i | i | i | i | i | i | i | i | i
CCOc1cc(CNc2ccc(N3CCCC3)cc2)cc(Cl)c1OC | i | -9 | i | 5.1* | i | i | i | i | i | i | i
Cc1cccc(OCc2nc(C#N)c(N3CCCC3)o2)c1 | i | -9 | i | i | i | i | i | i | i | i | i
Cn1cc(CN2CCN(Cc3cccnc3)CC2)c(-c2ccc3c(c2)OCCO3)n1 | i | -16 | i | i | i | i | i | i | i | i | i
CCCCSc1nc(C)cc(C)c1S(=O)(=O)c1ccccc1C | i | -14 | i | i | i | i | i | i | i | 100* | i
COc1cccc(CNC(=O)C2CCN(c3nn4c(=O)cc(C)nc4s3)CC2)c1 | i | -7 | i | i | i | i | i | i | i | i | i
COc1ccccc1CCC(=O)Nc1nccs1 | i | -4 | i | i | i | i | i | i | i | i | i
COc1ccc(/C=N/NC(=O)c2ccc(Br)o2)cc1Cn1cc([N+](=O)[O-])cn1 | i | -11 | i | i | i | i | i | i | i | i | i
CCn1cc(Br)c(C(=O)N(C)Cc2ccccc2)n1 | i | -4 | i | i | i | i | i | i | i | i | i
C#CCOCCOCCOCCNc1nc(N2CCN(C(=O)[C@H](CCC(=O)O)n3cc(C(N)Cc4ccc(O)cc4)nn3)CC2)nc(N2CCN(C(=O)[C@H](Cc3cc4ccccc4[nH]3)n3cc(C(N)CC(C)C)nn3)CC2)n1 (some centres undefined) | i | -2 | i | i | i | i | i | . | i | i | .
O=C(Nc1ccc(S(=O)(=O)N2CCCCC2)cc1)c1ccco1 | i | -5 | i | i | i | i | i | i | i | i | i
COc1ccc2c(C(=O)c3ccc(Cl)cc3)n(CCCC(N)=O)[n+]([O-])c2c1 | i | -8 | i | i | i | i | i | i | i | i | i
CCOC(=O)c1c(C(C#N)C#N)cc(C)nc1C | i | -7 | i | i | i | i | i | i | i | i | i
Cc1ccc(S(=O)(=O)NCCCNS(=O)(=O)c2ccccc2[N+](=O)[O-])cc1 | i | -6 | i | i | i | i | i | i | i | i | i
CC(=O)CCc1oc2ccc(C)cc2c1-c1ccccc1 | i | -10 | i | i | i | i | i | i | i | i | i
CCOCCCNC(=O)c1ccc(Br)cc1 | i | -6 | i | i | i | i | i | i | i | i | i
O=C(NCCN1CCOCC1)C(=O)NCC1OCCN1C(=O)c1ccc(Cl)cc1 (centres undefined) | i | -7 | i | i | i | i | i | i | i | i | i
O=C(CCNC(=O)c1ccccc1)N=Nc1c(O)[nH]c2ccccc12 | i | -7 | i | i | i | i | i | . | i | i | .
O=C(COC(=O)C(Cc1ccccc1)NC(=O)c1ccccc1)c1ccccc1 (centres undefined) | i | -10 | i | i | i | i | i | i | i | i | i
O=C(CCC(=O)N/N=C/c1ccc(Br)s1)NCc1ccccc1 | i | -5 | i | i | i | i | i | i | i | i | i
O=c1[nH]c(=O)n([C@H]2C[C@H](O)[C@@H](CO)O2)cc1F | i | -4 | i | i | i | i | i | i | i | i | i
CC(C)CC(C(=O)NCC1CCCO1)N(C(=O)Cn1nnc(-c2ccc(F)cc2)n1)c1ccccc1F (centres undefined) | i | -11 | i | i | i | i | i | i | i | i | i
CN(C1CCCCC1)C(CNS(=O)(=O)c1ccccc1)c1ccccc1 (centres undefined) | i | -7 | i | i | i | i | i | i | i | i | i
Cc1nc(CN(C)C(=O)c2cc(COc3ccc4ncccc4c3)on2)cs1 | i | -19 | i | i | i | i | i | i | i | 100* | i
COc1cc(C(=O)NCc2ccc(-c3nc4ccccc4o3)cc2)cc(OC)c1OC | i | -2 | i | i | i | i | i | i | i | i | i
Cc1[nH]c2ccc(Br)cc2c(=O)c1CN1CCCCC1 | i | -12 | i | i | i | i | i | i | i | i | i
Cn1cccc1C1(C(F)(F)F)NCCNC1=O (centres undefined) | i | -7 | i | i | i | i | i | i | i | i | i
CCOC(=O)N1CCN(C(=O)CCc2ccc(S(=O)(=O)NC(C)C)cc2)CC1 | i | -4 | i | i | i | i | i | i | i | i | i
Cc1ccc(NC(=O)/C(=C/c2cccc(Br)c2)NC(=O)c2ccco2)cc1 | i | -10 | i | i | i | i | i | i | i | i | i
COc1cccc(CNC(=O)CCCn2nc(C)c3c(C)n(-c4ccc(C)cc4)nc3c2=O)c1OC | i | -9 | i | i | i | i | i | i | i | i | i
O=C(N/C(=C/c1ccc(Br)cc1)C(=O)N1CCCCC1)c1ccccc1F | i | -5 | i | i | i | i | i | i | i | i | i
O=C(O)c1ccccc1NCc1ccncc1 | i | -8 | i | i | i | i | i | i | i | i | i
CC(C)N1CCC(=NNc2ccc([N+](=O)[O-])cc2S(=O)(=O)N2CCOCC2)CC1 | i | -8 | i | i | i | i | i | i | i | i | i

Quoted from the listing.
hERG protect with Cc1ccc(NC(=O)/C(=C/c2cccc(Br)c2)NC(=O)c2ccco2)cc1 stands at -10
hERG protect with CCOC(=O)N1CCN(C(=O)CCc2ccc(S(=O)(=O)NC(C)C)cc2)CC1 stands at -4

The results go on:
SMILES | RGS4 pot | hERG protect | KCNQ1 act | RGS4 inh | MrgX1 PAM | MrgX1 ag | KCNK9 block | KCNK3 inh | KCNQ1 inh | TMEM16A inh | ANO1 activ
Cc1ccc2oc(-c3cccc(NC(=O)/C=C/c4cccc([N+](=O)[O-])c4)c3C)nc2c1 | i | -4 | i | i | i | i | i | i | i | i | i
CC(=O)c1cccc(NC(=O)N2CCCC2C(=O)NCc2ccc(F)cc2)c1 (centres undefined) | i | -8 | i | i | i | i | i | i | i | i | i
CCOC(=O)C1CCCN(C(=O)c2ccc(C)cc2O)C1 (centres undefined) | i | -15 | i | i | i | i | i | i | i | i | i
Cc1nc2c(c(=O)c3ccccc3n2C)c(=O)n1C1CCCCCC1 | i | -8 | i | i | i | i | i | i | i | i | i
CC(C)OCCCNC(=O)c1cccs1 | i | -8 | i | i | i | i | i | i | i | i | i
COc1ccc(S(=O)(=O)N2CCOCC2)cc1NC(=O)COC(=O)CCOc1ccc(C)cc1 | i | -5 | i | i | i | i | i | i | i | i | i
